MEP2 TOR yeast: modulators of MEP2-GFP levels in yeast, primary screen, S. cerevisiae, multiplex flow cytometry, MLPCN library; S. cerevisiae MEP2-GFP strain, 3 h; 100% = DMSO control level; GFP response vs DMSO, % at 10 µM; 330,000 compounds, 0.51% hits; AID 2016, 2009;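 active = GFP response versus DMSO above a set limit, roughly screen mean plus 3 SD, cut at about 180% in these data; inconclusive = fewer than 70 cells counted for a yeast strain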;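 also: median GFP fluorescence of the barcode-gated MEP2-GFP cells per well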
CR mimetic SO: reduction of superoxide in aged yeast, primary screen, HTS; AID 2690, 2010; superoxide response (% of plate mean), % at 10 µM; S. cerevisiae aged cells, superoxide DHE fluorescence; stronger effect = lower value; 330,000 compounds, 0.18% hits;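 active = superoxide response under a set limit, about three screen SD below normal, cut at about 65% in these data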;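 also: yeast aged for seven days with compound at 30 °C before DHE staining; 100% = average MFI of all compound-treated wells on the plate with controls excluded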
AHR activator: AHR activators, primary screen, cell-based, luminescence, luciferase reporter, human. activation, % at 5 µM. 320,000 compounds, 2.5% hits. Aryl hydrocarbon receptor (Homo sapiens), P35869. AID 2796, 2010. AHR-responsive luciferase reporter cells; in the data active = activation above about 47%;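 also: 0% = vehicle wells and 100% = reference agonist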
Target sequence (P35869 whole entry, looked up): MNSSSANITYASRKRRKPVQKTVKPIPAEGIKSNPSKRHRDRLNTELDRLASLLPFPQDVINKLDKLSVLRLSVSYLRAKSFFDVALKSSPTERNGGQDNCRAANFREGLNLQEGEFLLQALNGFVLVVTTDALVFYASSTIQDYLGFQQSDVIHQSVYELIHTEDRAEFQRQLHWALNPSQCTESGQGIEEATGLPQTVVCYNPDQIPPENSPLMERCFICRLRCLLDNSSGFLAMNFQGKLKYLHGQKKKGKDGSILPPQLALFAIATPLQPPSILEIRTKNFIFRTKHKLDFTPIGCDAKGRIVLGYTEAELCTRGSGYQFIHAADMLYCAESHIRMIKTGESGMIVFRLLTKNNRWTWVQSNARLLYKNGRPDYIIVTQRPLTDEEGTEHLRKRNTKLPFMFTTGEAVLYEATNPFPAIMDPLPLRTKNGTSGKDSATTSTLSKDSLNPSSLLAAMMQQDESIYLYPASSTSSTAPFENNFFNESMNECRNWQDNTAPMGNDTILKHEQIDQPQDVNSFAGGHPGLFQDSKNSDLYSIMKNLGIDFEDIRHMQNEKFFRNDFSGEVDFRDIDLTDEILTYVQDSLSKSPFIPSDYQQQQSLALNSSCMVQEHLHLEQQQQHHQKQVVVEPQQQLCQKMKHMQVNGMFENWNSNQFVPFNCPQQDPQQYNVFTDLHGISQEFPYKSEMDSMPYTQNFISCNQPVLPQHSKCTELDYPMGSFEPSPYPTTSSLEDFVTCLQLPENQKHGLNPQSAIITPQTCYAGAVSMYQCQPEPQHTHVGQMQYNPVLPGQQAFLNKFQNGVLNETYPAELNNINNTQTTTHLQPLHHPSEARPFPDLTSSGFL
AGP1-GFP MLPCN: modulators of AGP1-GFP expression in yeast TOR pathway, primary screen, cell-based, multiplex flow cytometry, S. cerevisiae, MLPCN library | 320,000 compounds, 0.02% hits | GFP response vs DMSO, % at 10 µM | AID 2066, 2009 | 3 h; GFP as percent of DMSO wells;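 active = GFP response relative to DMSO above a set limit, near screen average plus 3 SD, cut at about 150% in these data; inconclusive = fewer than 70 cells counted for the yeast strain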;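 also: median GFP channel fluorescence of the gated AGP1 strain per well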
Efflux pump mplx: inhibitors of Candida efflux pumps in yeast, primary screen, S. cerevisiae, Nile Red, multiplex; 330,000 compounds, 0.44% hits; S. cerevisiae Candida pump triplex; inhibition, % at 10 µM;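 active = plate passing quality check with inhibition over a set limit, or well fluorescence over plate mean plus 4 SD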;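 also: Nile Red retained in pooled yeast measured as flow cytometry median fluorescence; 0% = buffer negative control and 100% = Enniatin B positive control; higher means more Nile Red kept so more efflux inhibition; some compounds called inactive have numbers as strong as hits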
CIT2 TOR yeast: modulators of CIT2-GFP expression in yeast, primary screen, S. cerevisiae, GFP fusion, multiplex flow cytometry, MLPCN library | S. cerevisiae CIT2-GFP strain, 3 h; 100 means same as DMSO wells | GFP response vs DMSO, % at 10 µM | 320,000 compounds, 0.065% hits | AID 2029, 2009;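 active = GFP response relative to DMSO above a set limit, near the screen mean plus 3 SD, cut at about 150% in these data; inconclusive = Fewer than 70 cells measured for a yeast strain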;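 also: ratio of well median GFP fluorescence to mean of DMSO wells on the plate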
LAP4 TOR yeast: modulators of LAP4-GFP expression in yeast, primary screen, S. cerevisiae, multiplex flow cytometry, MLPCN library | 320,000 compounds, 0.34% hits | GFP response vs DMSO, % at 10 µM | 3 h; median GFP as percent of DMSO wells;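 active = GFP response vs DMSO above a set limit, about the screen mean plus 3 SD, cut at about 150% in these data; inconclusive = under 70 cell events counted for the yeast strain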
RPL19A-GFP yeast: RPL19A-GFP expression modulators in yeast, primary screen, cell-based, S. cerevisiae, multiplex flow cytometry, MLPCN; AID 2025, 2009; percent response vs DMSO, % at 10 µM; S. cerevisiae RPL19A-GFP strain, 3 h; stronger effect = lower value; 330,000 compounds, 0.3% hits;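 active = percent response vs DMSO below 50%; inconclusive = fewer than 70 events counted for the yeast strain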;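 also: median channel GFP fluorescence of the barcoded RPL19A-GFP strain; ratio of sample median GFP to plate DMSO average so 100% = DMSO; lower means less RPL19A-GFP as with rapamycin TOR inhibition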
An asterisk follows results filed as active; ? = inconclusive; nt = no result given; [ ] = remark or other dose.

SMILES	MEP2 TOR yeast	CR mimetic SO	AHR activator	AGP1-GFP MLPCN	Efflux pump mplx	CIT2 TOR yeast	LAP4 TOR yeast	RPL19A-GFP yeast
COc1ccc(-c2ccccc2)cc1NCc1ccc(OC)c(OC)c1	104	91	41	90	0.1	94	99	99
CN(c1ccccc1C(=O)NCc1ccccc1Cl)S(=O)(=O)c1ccccc1	95	104	0	99	-0.3	104	86	103
CCCn1c(SCC(=O)N2CC(=O)Nc3ccccc32)n[nH]c1=O	89	107	13	96	-0.3	97	85	98
COc1ccc(S(=O)(=O)N2CCCCCC2)cc1C(=O)Nc1cccc(C)n1	93	119	5	98	0.0	108	95	96
C[C@H](NC(=O)c1nc[nH]c1C(=O)N1CCc2ccccc2C1)C(=O)OCc1ccccc1	97	83	3	91	-0.2	99	125	104
O=C(CCNC(=O)c1ccco1)NCCN1C(=O)S/C(=C\c2ccc(F)cc2)C1=O	111	95	1	105	0.0	94	113	107
CC(=O)c1cccc(N(CC(=O)NCCc2ccccc2)C(=O)c2csnn2)c1	98	101	-1	99	-0.1	101	96	95
C[C@H](NC(=O)[C@H]1N2C(=O)c3ccccc3C2SC1(C)C)C(=O)NCc1ccncc1 (some centres not stated)	107	90	2	107	-0.1	114	98	99
c1csc(Cc2nn3c(-c4n[nH]c5c4CCC5)nnc3s2)c1	105	99	47	111	-0.1	99	107	100
CCC(C)[C@H](NC(=O)NCc1ccccc1Cl)C(=O)O (some centres not stated)	94	102	0	90	0.0	99	87	90
Cc1cc(N/N=C/c2ccc(F)cc2)nc(-n2nc(C)cc2C)n1	94	102	24	93	0.0	96	117	92
COc1ccc(OCc2cc(C(=O)NC(C)c3cnn(C)c3)no2)c(Cl)c1 (configuration not stated)	103	128	0	94	0.0	99	94	99
c1nc2sc3c(c2c2nnnn12)CCC3	101	118	-3	93	-0.1	85	87	92
CCCCCCCC(=O)N/N=C/c1ccc(Br)cc1	98	97	1	96	0.1	95	98	96
COc1ccc(/C=N/n2c(-c3ccc(C)cc3)n[nH]c2=S)cc1OC	113	94	28	129	0.1	114	112	101
O=C(C1=C(O)C(=O)N(Cc2ccccc2)C1c1ccco1)c1ccco1 (configuration not stated)	104	100	-1	103	0.0	102	105	98
Cc1cccc(C)c1NC(=S)N(Cc1cccnc1)Cc1ccccc1Cl	104	96	2	116	0.1	121	106	102
Cn1nc(C(C)(C)C)c([N+](=O)[O-])c1C(=O)NC1CCCCC1	103	174	0	102	-0.1	102	100	99
COc1cccc(S(=O)(=O)Nc2ccc(C(=O)N3CCN(C(=O)c4ccco4)CC3)cc2)c1	110	103	1	103	-0.1	111	100	100
N#CC1=C(N)NC(SCC(=O)Nc2ccccc2)=C(C#N)C12CCCC2	100	89	71*	102	0.1	104	105	98
CN(C)/C=C(\C=N\OCc1ccc(Cl)cc1Cl)C(=O)Nc1ccc(Cl)c(Cl)c1	99	105	1	97	0.1	89	91	98
COc1ccc(NC(=O)Cc2nnc(SCC(=O)NC3=NCCS3)n2C)cc1	104	113	1	101	0.0	98	92	106
COc1ccc(-c2[nH]ncc2/C=N\NC(=O)c2ccc(C(C)(C)C)cc2)cc1OC	106	92	15	98	-0.3	104	96	103
CCCCN(C(=O)Cn1nnc2ccccc21)C(C(=O)NCc1ccco1)c1ccncc1 (configuration not stated)	88	137	0	93	0.1	89	91	93
Cc1ccc(NC(=O)CN2C(=O)COc3ccc(S(=O)(=O)N4CCOCC4)cc32)cc1N(C)C	102	97	4	105	-0.1	110	111	102
O=C(CSc1nc(SCC(=O)NCc2ccccc2)n(-c2ccccc2)n1)NCc1ccccc1	108	87	-1	106	0.0	102	103	101
CCOC(=O)Cc1c[nH]c(=S)[nH]c1=O	102	98	0	104	-0.2	104	87	107
C/C(=N\NC(=O)c1nnn(-c2nonc2N)c1-c1ccc(Cl)c(Cl)c1)c1ccncc1	103	100	8	100	0.1	102	94	102
CCN(C(=O)CN1CCN(C)CC1)c1cccc2ccccc12	100	112	3	104	-0.1	102	102	99
CCC(C)NC(=O)c1cc(OC)c(OC)c(OC)c1 (configuration not stated)	107	117	4	100	0.1	94	98	98
COCCNC(=O)/C(C#N)=C/c1ccc(O)c([N+](=O)[O-])c1	101	117	1	96	-0.2	98	115	98
COc1ccc(N2CCN(C(=O)c3ccc(NS(=O)(=O)c4ccc(F)cc4)cc3)CC2)cc1	103	95	3	112	0.0	103	101	108
CCOC(=O)c1cc(CO)cc(C(=O)OCC)c1	134[may fluoresce violet]	107	6	34[may fluoresce violet]	-0.1	?	95[may fluoresce violet]	96[may fluoresce violet]
CC(C)N(CC(N)=O)C(=O)c1sc2cc(F)ccc2c1Cl	100	90	3	109	-0.2	111	100	101
CN(C(=O)c1ccc(Oc2ccc([N+](=O)[O-])cc2)cc1)C1CCCCC1	106	106	1	105	0.0	103	101	105
Cc1c(C=C2C(=O)c3ccccc3C2=O)cc(C#N)n1C	101	102	2	102	0.0	92	104	103
CC(=O)N1c2ccc(S(=O)(=O)NCC3CCC(C(=O)N4CCCC(C)C4)CC3)cc2CC1C (configuration not stated)	111	119	0	118	0.0	118	119	112
COc1ccccc1-n1ccn(CC(=O)Nc2ccc(C)cc2Cl)c(=O)c1=O	96	83	-3	103	-0.2	99	104	100
Cc1ccccc1NC(=O)/C(=C/c1ccco1)c1ccccc1	107	103	1	105	-0.1	105	107	nt
Cc1c(C(=O)N(C)CCc2cnn(C)c2)oc2c(F)cccc12	122	97	0	128	-0.1	116	133	114
Cn1cnnc1SCc1nnc(-c2ccccc2Br)o1	92	102	9	92	0.3	86	101	93
Cc1oncc1-c1cn2ccccc2n1	95	96	0	92	0.2	88	85	98
Cc1cccc(NCc2ccccc2O)c1	99	94	-1	106	-0.1	105	108	100
COc1ccc(C)cc1NC(=O)C(Sc1nnc(-c2cccs2)o1)c1ccccc1 (configuration not stated)	95	83	18	98	-16	95	93	100
C=CC[C@H](CC(=O)NCCO)C(=O)NCCOC(=O)[C@@H](CC=C)Cc1ccc(F)cc1	98	110	-1	99	-0.2	100	108	98
O=C(NC1CC(=O)N(c2ccc(F)cc2)C1)N1CCN(C(=O)c2ccco2)CC1 (configuration not stated)	100	102	-1	104	0.2	102	95	102
Cc1nn(C(C)C(=O)NCCC2=CCCCC2)c(=O)c2nn(-c3ccccc3)c(C)c12 (configuration not stated)	98	101	0	102	-0.2	106	107	101
CN(C)C(=O)c1cn(-c2ccccc2)c(=O)c2ccccc12	101	96	4	109	0.2	100	107	103
COC(=O)Cc1csc(Nc2ccc(F)c(Cl)c2)n1	90	80	3	71	-0.1	80	196*	76
CS(=O)(=O)N(Cc1ccccc1)c1ccc(C(=O)N2CCN(c3cccc(Cl)c3)CC2)cc1	109	92	-4	108	0.3	102	108	103
O=C(O)c1ccc(C[n+]2c(-c3ccccc3)csc2Nc2ccccc2)cc1	98	98	2	104	-0.1	99	99	99
CN(C)CCCN(CCCN(C)C)C(=S)Nc1ccc(S(=O)(=O)N2CCOCC2)cc1	96	102	1	105	0.1	79	93	98
O=C1CC2(CCN(C(=O)c3ccc(Br)cc3)CC2)Oc2ccccc21	102	95	-3	99	0.0	90	103	96
CCOC(=O)CON1C(=O)C(=O)N(OCC(=O)OCC)[C@H]2CCCC[C@H]21	101	96	-1	105	0.1	100	104	102
Cc1ccc2nc3c(c(Nc4cccc(O)c4)c2c1)CCC3	100	103	37	97	-0.3	104	91	101
CC(C)[C@H](NC(=O)c1ccccc1)C(=O)OCC(=O)c1ccccc1F	107	104	0	109	-0.1	101	111	103
CCN(CC)S(=O)(=O)c1ccc(Cl)c(NC(=O)CSc2cccc[n+]2[O-])c1	102	102	2	104	-0.1	107	98	107
COC(=O)c1cc2ccsc2n1Cc1cc(=O)n2ccccc2n1	95	114	3	95	0.2	97	101	94
Cc1ccccc1-c1nc(CS(=O)(=O)CC(=O)N2CCc3ccccc3C2)c(C)o1	103	109	3	101	0.3	86	115	96
Brc1cccc(CNCCCN2CCOCC2)c1	112	101	4	105	0.1	104	93	108

12 entries from above, bar-delimited.
SMILES | MEP2 TOR yeast | CR mimetic SO | AHR activator | AGP1-GFP MLPCN | Efflux pump mplx | CIT2 TOR yeast | LAP4 TOR yeast | RPL19A-GFP yeast
COc1ccc(-c2ccccc2)cc1NCc1ccc(OC)c(OC)c1 | 104 | 91 | 41 | 90 | 0.1 | 94 | 99 | 99
CN(c1ccccc1C(=O)NCc1ccccc1Cl)S(=O)(=O)c1ccccc1 | 95 | 104 | 0 | 99 | -0.3 | 104 | 86 | 103
CCCn1c(SCC(=O)N2CC(=O)Nc3ccccc32)n[nH]c1=O | 89 | 107 | 13 | 96 | -0.3 | 97 | 85 | 98
COc1ccc(S(=O)(=O)N2CCCCCC2)cc1C(=O)Nc1cccc(C)n1 | 93 | 119 | 5 | 98 | 0.0 | 108 | 95 | 96
C[C@H](NC(=O)c1nc[nH]c1C(=O)N1CCc2ccccc2C1)C(=O)OCc1ccccc1 | 97 | 83 | 3 | 91 | -0.2 | 99 | 125 | 104
O=C(CCNC(=O)c1ccco1)NCCN1C(=O)S/C(=C\c2ccc(F)cc2)C1=O | 111 | 95 | 1 | 105 | 0.0 | 94 | 113 | 107
CC(=O)c1cccc(N(CC(=O)NCCc2ccccc2)C(=O)c2csnn2)c1 | 98 | 101 | -1 | 99 | -0.1 | 101 | 96 | 95
C[C@H](NC(=O)[C@H]1N2C(=O)c3ccccc3C2SC1(C)C)C(=O)NCc1ccncc1 (some centres not stated) | 107 | 90 | 2 | 107 | -0.1 | 114 | 98 | 99
c1csc(Cc2nn3c(-c4n[nH]c5c4CCC5)nnc3s2)c1 | 105 | 99 | 47 | 111 | -0.1 | 99 | 107 | 100
CCC(C)[C@H](NC(=O)NCc1ccccc1Cl)C(=O)O (some centres not stated) | 94 | 102 | 0 | 90 | 0.0 | 99 | 87 | 90
Cc1cc(N/N=C/c2ccc(F)cc2)nc(-n2nc(C)cc2C)n1 | 94 | 102 | 24 | 93 | 0.0 | 96 | 117 | 92
COc1ccc(OCc2cc(C(=O)NC(C)c3cnn(C)c3)no2)c(Cl)c1 (configuration not stated) | 103 | 128 | 0 | 94 | 0.0 | 99 | 94 | 99

The results go on.
SMILES	MEP2 TOR yeast	CR mimetic SO	AHR activator	AGP1-GFP MLPCN	Efflux pump mplx	CIT2 TOR yeast	LAP4 TOR yeast	RPL19A-GFP yeast
CCOc1cc(C(=O)OCC(=O)Nc2cccc(C)c2)ccc1OCC(=O)N1CCOCC1	108	103	9	102	0.1	103	91	107
O=C(Nc1ccnn1C1CCN(C2CCC2)CC1)c1ccccc1Cl	95	77	0	104	0.2	104	96	103
O=C(NC1CCCCC1)N1CCN(c2ccccc2Cl)CC1	101	93	-2	88	0.1	99	100	105
CN(C)C1=NC[C@H](Cc2ccccc2)N1CCC1CCCC1	89	105	4	87	0.1	101	105	103
COc1ccc2nc(SCC(=O)NC3CC3)c(C#N)cc2c1	94	95	21	86	0.3	86	77	93
Cc1cccc(CSc2nnc(-c3ccco3)n2C)c1	104	90	-5	101	0.0	92	116	100
O=C(CSc1ncnc2c1nnn2Cc1ccccc1F)NCC1CCCO1 (configuration not stated)	107	90	-2	113	0.0	107	127	101
Cc1ccc(C(=O)CSc2nnc3c4ccccc4nc(C(C)(C)C)n23)cc1	106	75	-2	98	-0.1	103	95	104
Cc1csc2nc(O)c(C(=O)NC3CCCCC3)c(=O)n12	96	105	5	91	-0.1	79	107	103

Screening data (PubChem)
